Source: PubChem BioAssay (several laboratories)
bIAP act: bovine intestinal alkaline phosphatase activators, primary screen, biochemical, bovine IAP, CDP-star luminescence. alkaline phosphatase, intestinal [Bos taurus]. purified bovine IAP, 30 min; stronger effect = higher value; fold of DMSO-control signal, blank-subtracted. activation factor at 20 µM. actives 0.17% (n = 200,000);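 active means activation factor of 2 or more at 20 µM, a signal rise over negative controls twice the positive control's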
PMI act hi M6P: human PMI activators, high substrate, primary screen, biochemical, fluorescence intensity, near-saturating mannose 6-phosphate | activation factor at 20 µM | Mannose-6-phosphate isomerase (Homo sapiens), P34949 | AID 1216, 2008 | coupled PMI enzyme assay, resazurin fluorescence, 20 min; stronger effect = higher value; 1 = untreated enzyme, 0 = substrate-free blank | actives 0.34% (n = 190,000);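 active means activation factor of 2 or more at 20 µM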
Target sequence (P34949 whole entry, looked up): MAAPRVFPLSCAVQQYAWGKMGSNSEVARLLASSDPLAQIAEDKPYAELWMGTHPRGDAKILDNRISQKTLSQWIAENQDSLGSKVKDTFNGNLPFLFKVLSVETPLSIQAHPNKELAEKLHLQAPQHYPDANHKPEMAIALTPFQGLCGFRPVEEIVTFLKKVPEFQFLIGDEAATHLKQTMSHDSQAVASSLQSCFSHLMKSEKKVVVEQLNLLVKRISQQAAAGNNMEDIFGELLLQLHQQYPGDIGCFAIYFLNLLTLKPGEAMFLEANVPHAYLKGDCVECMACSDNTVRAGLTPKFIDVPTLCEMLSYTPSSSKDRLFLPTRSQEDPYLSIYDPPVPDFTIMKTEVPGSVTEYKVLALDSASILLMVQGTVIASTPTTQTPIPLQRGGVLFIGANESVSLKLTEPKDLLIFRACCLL
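Material: human phosphomannose isomerase with PGI, G6PDH, diaphorase coupling enzymes; amount: PMI at 15 ng/mL final; also added: Mannose-6-phosphate 1.0 mM (near-saturating) plus 0.22 mM NADP+; incubation: enzyme reaction with compound 20 min at room temperature; signal: resorufin fluorescence (Ex 544/Em 590 nm) from resazurin via diaphorase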
Diaph act CS: compounds boosting diaphorase resazurin reduction – biochemical, uHTS, resorufin fluorescence, counter-screen for diaphorase-coupled primary assays, primary screen. actives 0.005% (n = 190,000). activation factor at 20 µM. Diaphorase/resazurin coupled assay, 16 min; stronger effect = higher value; 1 = vehicle wells, 0 = NADH-free wells;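 active means diaphorase activity raised at least twofold by the compound at 20 µM; inactive means activation factor below 2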
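test system = bacterial diaphorase enzyme (C. kluyveri) | quantity = enzyme 0.07 U/mL final | reagent = NADH substrate 0.114 mM plus resazurin dye 0.1 mM, final | incubation = 16 min enzyme reaction, ambient temperature | buffer or medium = HEPES pH 7.4 buffer with MgCl2 and Tween 20 | signal = fluorescence of resorufin, 544 nm excitation, 590 nm emission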
PMI act: activators of human PMI, primary screen, biochemical, fluorescence intensity, near-Km mannose 6-phosphate | Mannose-6-phosphate isomerase (Homo sapiens), P34949 | purified human PMI, coupled resazurin fluorescence, 20 min; stronger effect = higher value; 1 = vehicle control, 0 substrate-free wells | activation factor at 20 µM | actives 0.005% (n = 190,000);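 active means activation factor of 2 or more at 20 µM, relative to plate controls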
bIAP inh: bovine intestinal alkaline phosphatase inhibitors, primary screen, selectivity assay for TNAP inhibitor project, biochemical, bovine IAP, CDP-star luminescence | alkaline phosphatase, intestinal [Bos taurus] | purified bovine IAP, 30 min | inhibition, % at 20 µM | 190,000 tested, under 10 active | AID 1019, 2008;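 active means over 50% inhibition of intestinal alkaline phosphatase at 20 µM in the single-dose screen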
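test system = bovine IAP enzyme | medium = DEA buffer 100 mM, pH 9.8, with MgCl2 1.0 mM, ZnCl2 0.02 mM | detection = luminescence | dosing = single compound dose of 20 µM, 2% DMSO final | incubation = 30 min reaction at room temperature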
TNAP inh hiacc: human TNAP enzyme inhibitors, primary screen, biochemical, luminescent, high phosphate acceptor level, uHTS; Alkaline phosphatase, tissue-nonspecific isozyme (Homo sapiens), P05186; purified TNAP, CDP-star luminescence, 1 M DEA; inhibition, % at 20 µM; actives 0.03% (n = 200,000); AID 1135, 2008;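 active means over 50% inhibition of tissue-nonspecific alkaline phosphatase at 20 µM in the single-dose screen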;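 further: plate controls were DMSO wells for no effect and EDTA-quenched wells as full inhibition for full effect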
Target sequence (P05186 whole entry, looked up): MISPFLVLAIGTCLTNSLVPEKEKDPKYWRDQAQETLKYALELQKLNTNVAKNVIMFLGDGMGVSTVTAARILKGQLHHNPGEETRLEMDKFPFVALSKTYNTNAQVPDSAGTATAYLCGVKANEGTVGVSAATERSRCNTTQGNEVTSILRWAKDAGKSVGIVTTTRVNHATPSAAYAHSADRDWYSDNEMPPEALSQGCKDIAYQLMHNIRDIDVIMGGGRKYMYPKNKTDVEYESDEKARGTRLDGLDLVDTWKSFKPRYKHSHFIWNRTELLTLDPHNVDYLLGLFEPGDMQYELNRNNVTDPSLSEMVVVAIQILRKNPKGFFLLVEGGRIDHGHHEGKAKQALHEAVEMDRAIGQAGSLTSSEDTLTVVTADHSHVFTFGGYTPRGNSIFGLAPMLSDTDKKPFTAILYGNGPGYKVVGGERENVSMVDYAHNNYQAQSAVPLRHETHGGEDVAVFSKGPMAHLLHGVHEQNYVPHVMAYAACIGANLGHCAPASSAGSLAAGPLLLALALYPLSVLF
TNAP inh noacc: human TNAP enzyme inhibitors, primary screen, biochemical, luminescent, no phosphate acceptor, uHTS | Alkaline phosphatase, tissue-nonspecific isozyme (Homo sapiens), P05186 | inhibition, % at 20 µM | purified TNAP, CDP-star luminescence, 30 min | actives 0.26% (n = 200,000);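 active means tissue-nonspecific alkaline phosphatase inhibition above about 50% at 20 µM in the single-dose screen, limit read from the data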;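 further: 0% = DMSO negative control and 100% = EDTA positive control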
Lmaj promast: Leishmania major promastigote growth inhibition, primary screen; Leishmania major promastigotes, resazurin fluorescence viability; actives 9% (n = 200,000); inhibition, % at 10 µM; in the data active means inhibition above about 50%;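 further: promastigotes grown with compound for 44 hours at 28 °C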
TNAP act hi DEA: TNAP activators at high phosphate acceptor level, primary screen, biochemical, luminescence, uHTS | Alkaline phosphatase, tissue-nonspecific isozyme (Homo sapiens), P05186 | purified TNAP, CDP-star luminescence, 1 M DEA, 30 min; stronger effect = higher value; 0 = EDTA background, 1 = DMSO-only activity | activation factor at 20 µM | 200,000 tested, under 10 active;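 active means activation factor at least 2 at 20 µM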
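Control set: EDTA negative control, DMSO positive control / Assay system: human TNAP / Quantity: TNAP 1/800 final / Evaluation: TNAP activation factor scaled between EDTA and DMSO control wells / Measured by: luminescent substrate turnover signal / Compound dosing: one dose, 20 µM / Times: 30 min enzyme reaction at room temperature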
Diaph inh CS: diaphorase inhibitors and chemical oxidizers, primary screen, counter-screen for diaphorase-coupled primary assays, biochemical, uHTS, resorufin fluorescence; inhibition, % at 20 µM; diaphorase resazurin-to-resorufin fluorescence, NADH, 16 min; bacterial (C. kluyveri) enzyme, not human; AID 1217, 2008; actives 0.69% (n = 190,000);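 active means primary screen inhibition at 20 µM above a set limit, cut at about 50% in these data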;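 further: plate controls were DMSO with full reaction for no effect and wells lacking NADH for full effect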
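Test system: diaphorase enzyme from Clostridium kluyveri; amount: diaphorase at 0.14 U/mL in enzyme working solution; detection: fluorescence of resorufin formed from resazurin, Ex 544/Em 590 nm; times: reaction incubation of 16 min at room temperature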
* marks the source's active call; other numbers are inactive results; / = not tested or not shown.

SMILES	bIAP act	PMI act hi M6P	Diaph act CS	PMI act	bIAP inh	TNAP inh hiacc	TNAP inh noacc	Lmaj promast	TNAP act hi DEA	Diaph inh CS
CCOC(=O)c1cnc2c(c(C)nn2CC)c1Cl	1.1	1	1	0.9	-6	-1	-3	6	1	-3
CCNc1nc(NC(C)(C)C)nc(N2CCCCC2)n1	0.9	1	1	1	7	-4	-6	95*	1	3
CCOC(=O)c1c(CCl)nc2ccccc2c1C	1	1.1	0.9	1.1	1	-5	-6	11	1	14
CC(C)CCNC(=O)CCc1nnc(COc2ccccc2)o1	1	0.9	0.8	0.9	3	-5	-12	-5	1.1	22
CCCc1cc(=O)[nH]c(Nc2ccc3c(c2)OCCO3)n1	1.3	0.5	0.9	0.9	-30	-8	-10	-8	1.1	5
CC(NC(=O)COc1ccccc1)C(c1ccccc1)N1CCN(C)CC1 (centres undefined)	1.1	1.1	1	1	-9	-7	-10	-8	1.1	-4
CCOc1cccc(C(=O)Nc2ccccc2OC(F)F)c1	0.8	0.9	0.9	0.9	25	-1	-6	3	1	12
Cc1ccccc1NS(=O)(=O)c1cc(C(N)=O)ccc1C	0.9	1	0.9	0.9	11	-4	-11	-2	1	10
CCCCCCOc1ccc(N2C(=O)CC(N3CCN(C(=O)c4ccco4)CC3)C2=O)cc1 (centres undefined)	1	1	0.9	0.9	-3	-3	-8	-5	1	5
Cc1cc(NC(=O)COC(=O)C2CCC2)no1	0.9	1	1.1	1	11	-2	-12	-9	1	-13
Cc1ccc(S(=O)(=O)C2C(=O)N(C)C3(C)CC2c2ccccc2O3)cc1 (centres undefined)	0.8	1	0.9	1	16	3	-7	2	1	11
O=C(CC1(C(=O)O)CCCC1)N1CCOCC1	0.9	1	0.9	1	13	-16	-19	-5	1.2	9
Cc1c(Cl)cnc(NC(=O)COC(=O)C(NC(=O)c2ccco2)C(C)C)c1Cl (centres undefined)	1	1	0.8	0.9	-3	3	-7	2	1	25
S=C(NC1CCCCC1)N1CCN(C2CCCCC2)CC1	1.1	1.1	1.2	1.1	-11	-5	-4	91*	1.1	-15
CCOC(=O)c1nn(-c2ccccc2C)c(=O)c2c(N)scc12	1	0.4	0.8	0.8	-4	-2	-6	2	1	22
CCOc1ccc(N2CCCn3c2nc2c3c(=O)n(CCc3ccccc3)c(=O)n2C)cc1	1.2	0.9	0.8	1	-19	-3	1	2	1	24
CCCCC(C(=O)OCC(=O)c1ccc(OC)cc1)N1C(=O)c2ccccc2C1=O (centres undefined)	0.9	0.9	0.8	0.9	6	0	-6	-3	1	20
Cc1ccc(S(=O)(=O)NN2C(=O)c3ccccc3NC2c2ccccn2)cc1 (centres undefined)	1	1	0.9	1	-1	1	-6	-5	1	8
C/C(CC(=O)Nc1ccc(Cl)cc1Cl)=N\NC(=O)c1ccco1	1.2	1	0.9	1.1	-21	-3	-4	-6	1	7
O=C(Nc1ccccc1Cl)c1cccc(COc2cc(Cl)ccc2Cl)c1	0.8	1	0.9	1	17	-11	-5	0	1.1	10
COc1ccccc1NC(=O)NC1(C(=O)N2CCC(O)CC2)CCCCC1	1	0.9	0.8	0.9	5	-5	-13	-7	1	21
CC(C)n1c(O)c(N=NC(=O)c2ccccc2NS(=O)(=O)c2cccs2)c2ccccc21	0.3	1.1	0.8	1	/	2	-7	-1	1	18
CC1CCCC(C)N1/N=C/c1cc(Br)c(O)c(Br)c1 (centres undefined)	1	1	1	1.2	-5	-6	-9	-4	1.1	4
CCN(CC(=O)NCc1cccs1)C(=O)c1ccccc1Cl	0.9	0.9	0.9	1	7	-5	-14	-5	1	11
O=C(Nc1ccc(Cc2ccncc2)cc1)c1ccc(N2CCOCC2)c([N+](=O)[O-])c1	1	0.9	0.9	1	-4	-2	-11	28	1	14
CCn1c(NCc2cccc(OC)c2OC)nc2ccccc21	0.8	0.9	0.8	0.9	16	-3	-12	6	1	15
CC(O)(C#CCN1CCOCC1)c1ccccc1 (centres undefined)	1	1	0.9	0.9	-3	-2	-11	-1	1	13
C/C(=N/NC(=O)c1ccccc1)c1ccc(NC(=O)C(F)(F)F)cc1	1.2	0.9	1	1	-24	-2	-4	4	1	-2
CN(CCC1CCOCC1)C(=O)CC1C(=O)NCCN1CC1CCCCC1 (centres undefined)	1.1	/	/	/	-6	-2	-8	-7	1	/
CSC1=C(C#N)C(c2ccncc2)C(C(=O)Nc2ccccc2)=C(C)N1 (centres undefined)	1	1.1	0.9	1.3	2	-4	-15	15	1	5
O=C(OCc1ccc2c(c1)OCO2)c1ccc(S(=O)(=O)N2CCCCC2)cc1	0.9	0.9	0.9	0.9	8	-3	-6	8	1	6
O=C(COc1ccccc1[N+](=O)[O-])NCc1cccnc1	1	0.9	0.8	1	-1	-7	-10	-2	1.1	21
COc1ccc(/C=C/C(=O)NCCSCc2ccco2)cc1	0.9	0.9	0.8	1	6	-2	-18	-9	1	17
CC(Sc1nncn1C)C(=O)Nc1ccccc1-c1ccccc1 (centres undefined)	1	0.9	0.9	0.9	5	1	-13	7	1	10
CN1CCN(c2ccccc2NC(=O)c2ccc(-c3ccccc3)cc2)CC1	1.1	0.8	0.8	0.8	-8	-4	-5	23	1	18
Cc1ccc(N(CC(=O)NC2CC3CCC2C3)S(C)(=O)=O)cc1C (centres undefined)	1.1	1	0.9	1	-9	1	-7	5	1	10
O=C1/C(=C\c2cccnc2)SC(=S)N1c1ccc(F)cc1	1.2	1.1	1.2	1.1	-24	-3	-30	-3	1	-18
CCC(=O)n1nc(NCc2ccccc2OC)nc1NCc1ccccc1OC	1	1	0.8	0.9	0	-7	-8	-3	1.1	17
O=C(CC1(O)C(=O)c2ccccc2C1=O)c1ccccc1	1	1.1	1	1.1	-4	-3	-5	-8	1	0
CCC(=O)N1c2ccc(S(=O)(=O)CCC(=O)Nc3nccs3)cc2CC1C (centres undefined)	1	1	0.9	1	2	-6	-10	8	1.1	11
O=C(Cn1c(NCCCO)nc2ccccc21)c1ccc(Br)cc1	1	1	0.9	0.9	-4	-4	-8	23	1	15
CCOC(=O)c1ccc(NC(=O)c2c(O)c3ccccc3n(C)c2=O)cc1	1	1.1	1.1	1.1	-2	0	10	/	1	-11
Cc1ccccc1NC(=O)CNc1ccccc1C(=O)NCc1ccco1	0.9	1.4	0.9	1.2	6	0	-9	8	1	7
Cc1ccc(Nc2nc(N)c([N+](=O)[O-])c(NCc3ccco3)n2)cc1C	1	0.9	0.8	0.8	4	0	-10	70*	1	22
Cc1nn(-c2ccccc2)c(N)c1C(c1ccc(C(C)C)cc1)c1c(C)nn(-c2ccccc2)c1N	1	0.9	0.8	0.7	5	-6	-32	29	1.1	23
Cc1csc2nc(CNS(=O)(=O)N(C)C)cn12	1	0.8	0.9	1	-4	-8	-19	-4	1.1	12
CCC1CCC(NC2CCCCNC2=O)CC1 (centres undefined)	0.9	1	1	1	15	-4	-10	3	1	2
O=C1NCCCC1C(=O)Nc1cccc(C(F)(F)F)c1 (centres undefined)	0.9	1.1	0.9	1	7	-8	-17	-4	1.1	10
Cc1cc(C(=O)NNC2CC(=O)N(c3ccc4ccccc4c3)C2=O)c(C)o1 (centres undefined)	1	0.9	0.8	1	-3	-3	-17	-5	1	18
O=C(NCCc1ccccc1)C1c2ccccc2C(=O)N1C1CC1 (centres undefined)	1	1	0.9	1	3	-6	-14	-5	1.1	10
CCOC(=O)N1CCN(CC(=O)c2ccc3c(c2)CCN3C(C)=O)CC1	0.9	1.1	0.9	1	8	-8	-16	-8	1.1	12
CC(/C=C/c1ccccc1)=N/NC(=O)c1nc2nc(C)cc(C)n2n1	1.3	0.9	1	1	-29	-3	-6	1	1	4
S=c1[nH]nc(-c2ccco2)n1/N=C/c1ccc(Cl)cc1Cl	0.6	0.9	0.6	0.9	36	3	31	-6	1	38
CN(C)S(=O)(=O)c1ccc(Cl)c(NC(=O)COc2ccccc2[N+](=O)[O-])c1	1	0.9	0.9	0.8	-4	5	-5	6	1	8
Cc1ccc(S(=O)(=O)Nc2ccc(C(=O)Nc3ccncc3)cc2)cc1	0.9	1	0.8	1	8	-6	-9	45	1.1	18
CN1CCN(S(=O)(=O)c2ccc(NC(=O)C3CCCO3)cc2)CC1 (centres undefined)	0.9	1.1	0.9	1	7	-2	-13	-5	1	8
O=C(/C=C/Nc1ccc(F)c(Cl)c1)c1ccco1	0.9	0.9	1	0.9	6	1	-2	1	1	2
CCn1ccnc1CN1CCc2c([nH]c3ccccc23)C1C1CCCCC1 (centres undefined)	1.2	/	/	/	-18	0	-24	40	1	/
CSc1nsc(SCc2cnc(C)nc2N)n1	1	1.1	1.1	1	0	-3	-6	-7	1	-8
O=C(Cn1cc2c(n1)CCCC2)N1CCCC1	1	1	0.8	0.9	4	-7	-21	-7	1.1	22

3 of the compounds above, with two lines to a compound.
Order of values – bIAP act	PMI act hi M6P	Diaph act CS	PMI act	bIAP inh	TNAP inh hiacc	TNAP inh noacc	Lmaj promast	TNAP act hi DEA	Diaph inh CS
Cc1ccc(S(=O)(=O)Nc2ccc(C(=O)Nc3ccncc3)cc2)cc1
    0.9	1	0.8	1	8	-6	-9	45	1.1	18
CN1CCN(S(=O)(=O)c2ccc(NC(=O)C3CCCO3)cc2)CC1 (centres undefined)
    0.9	1.1	0.9	1	7	-2	-13	-5	1	8
O=C(/C=C/Nc1ccc(F)c(Cl)c1)c1ccco1
    0.9	0.9	1	0.9	6	1	-2	1	1	2
